DDE Tn7 FP inh – disrupts Tn7 cyclic peptide binding to fibrin D-Dimer-E complex; FP displacement of FITC-Tn7 peptide from fibrin DD(E); 0% = median of compound wells per plate; AID 720508; P02675; actives 0.13% (n = 370,000); inhibition, % at 8.3 µM;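 active means inhibition above the mean of compounds falling within the control limits plus 3 SD of them, cut at about 14% in these data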;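 further: 0% = plate median of compound wells and 100% = 10 µM Aha-Tn7 peptide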
Target sequence (P02675 whole entry, looked up): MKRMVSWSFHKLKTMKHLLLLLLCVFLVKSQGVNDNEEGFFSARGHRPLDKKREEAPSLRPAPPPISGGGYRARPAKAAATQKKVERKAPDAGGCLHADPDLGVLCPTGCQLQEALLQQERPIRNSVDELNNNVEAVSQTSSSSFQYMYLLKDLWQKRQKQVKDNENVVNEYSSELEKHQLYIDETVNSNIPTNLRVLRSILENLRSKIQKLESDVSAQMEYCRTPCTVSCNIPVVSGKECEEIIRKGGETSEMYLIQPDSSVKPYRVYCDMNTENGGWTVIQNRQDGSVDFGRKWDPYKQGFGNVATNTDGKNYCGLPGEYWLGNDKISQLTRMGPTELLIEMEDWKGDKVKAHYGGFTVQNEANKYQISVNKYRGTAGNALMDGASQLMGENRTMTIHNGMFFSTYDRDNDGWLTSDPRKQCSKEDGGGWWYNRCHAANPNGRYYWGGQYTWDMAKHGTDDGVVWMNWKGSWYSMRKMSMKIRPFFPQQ
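assay system = human clot-derived fibrin DD(E) complex | quantity = Fibrin-DD(E) at 2 µM final | timing = 10 min preincubation, 3 h with tracer, room temperature | signal = fluorescence polarization | measure = percent inhibition | benchmarks = high control wells with 10 µM unlabelled Aha-Tn7 peptide (full inhibition) | replicates = singlicate testing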
KLK7 zymogen act – activators of human kallikrein-7 zymogen; P49862; purified proKLK7, EDANS-DABCYL substrate fluorescence; 100% is mature enzyme control, 0% vehicle; activation, % at 7 µM; actives 0.9% (n = 370,000); AID 652039;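 active means activation above the mean of all tested compounds plus 3 SD, computed per campaign excluding outliers beyond control limits, cut at about 13% in these data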
Tn6 DDE FP – DD(E)-Tn6 binding inhibition, primary FP screen | P02675 | Fibrin DD(E) TRITC-Tn6 fluorescence polarization displacement | inhibition, % at 8.3 µM | actives 0.21% (n = 370,000) | AID 720509;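 active means inhibition above a per-campaign cutoff: mean of compounds within control limits plus 3 SD, cut at about 15% in these data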;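 further: 0% = median of all compound wells on the plate and 100% = blocking peptide control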
ASAP1 GAP inh – ASAP1 ArfGAP inhibition; Q9ULH1; ASAP1-stimulated ARF1 GTP hydrolysis, GDP FP detection; inhibition, % at 16.5 µM; actives 0.19% (n = 360,000); AID 624377; in the data active means inhibition above about 25%;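 further: 0% = vehicle with enzyme and substrate and 100% = no enzyme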
ARFGAP1 inhibitor – inhibits rat ARF GTPase activating protein 1 | Arfgap1-stimulated ARF1 GTP hydrolysis, GDP FP detection | inhibition, % at 16.5 µM | actives 0.26% (n = 360,000);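 active means inhibition above a per-plate limit, mean inhibition of low control wells plus 3 SD, cut at about 25% in these data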;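 further: 0% = DMSO wells with enzyme and 100% = wells lacking Arfgap1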
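material = rat Arfgap1 catalytic domain, aa 1-136 | also added = human ARF1(Δ1-17)-GTP substrate | compound dosing = one concentration, 16.5 µM, DMSO 1.26% | times = GTP hydrolysis reaction 2 h at 25 °C | measured by = FP, GDP Alexa 633 tracer displaced from anti-GDP antibody, 620/688 nm | evaluation = percent inhibition of Arfgap1-stimulated GTP hydrolysis | replication = single well per compound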
PLCg1 inh – inhibitors of human phospholipase C gamma1; purified PLC-gamma1, fluorogenic substrate, fluorescence; actives 0.84% (n = 370,000); inhibition, % at 12.2 µM; P19174; AID 720700; in the data active means inhibition above about 9.5%
Rev-erbA mod – Rev-erb alpha (human) modulation | actives 0.79% (n = 370,000) | P20393 | Rev-erbα–FITC-DNA binding, fluorescence polarization, 90 min | activity, % at 10 µM;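 active means activity above about 14%, limit read from the data; passing the limit was not always enough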;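 further: 0% = DMSO wells with 35 nM protein and 100% = DMSO wells with 750 nM protein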
sPLA2-III inh – Blocks human group III sPLA2 activity. Q9NZ20. QFRET BODIPY PC-A2 liposome hydrolysis, fluorescence. inhibition, % at 12.2 µM. actives 0.56% (n = 370,000). AID 743126;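 active means inhibition above mean plus 3 SD of compounds lying within the high and low control bounds, cut at about 19% in these data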;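 further: 0% = median of test compound wells and 100% = no enzyme DMSO wells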
Target sequence (Q9NZ20 whole entry, looked up): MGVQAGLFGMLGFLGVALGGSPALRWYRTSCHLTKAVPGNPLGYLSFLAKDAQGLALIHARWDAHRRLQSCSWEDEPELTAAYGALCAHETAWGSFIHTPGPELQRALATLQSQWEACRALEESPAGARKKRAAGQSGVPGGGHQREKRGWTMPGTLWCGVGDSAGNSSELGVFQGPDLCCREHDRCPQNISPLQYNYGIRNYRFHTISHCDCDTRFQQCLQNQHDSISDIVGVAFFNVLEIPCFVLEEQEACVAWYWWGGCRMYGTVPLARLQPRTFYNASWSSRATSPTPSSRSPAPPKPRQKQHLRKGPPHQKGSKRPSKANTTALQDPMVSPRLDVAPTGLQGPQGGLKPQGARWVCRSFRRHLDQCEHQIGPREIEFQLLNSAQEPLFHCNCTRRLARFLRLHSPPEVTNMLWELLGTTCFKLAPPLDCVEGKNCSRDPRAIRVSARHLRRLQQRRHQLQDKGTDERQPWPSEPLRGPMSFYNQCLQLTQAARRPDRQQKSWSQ
PLC-beta3 inh – inhibitors of human phospholipase C beta3 | Q01970 | Purified PLC-beta3, fluorogenic substrate, fluorescence | inhibition, % at 12.2 µM | actives 0.18% (n = 370,000); in the data active means inhibition above about 11%;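 further: 0% = median of compound wells on plate and 100% = full blocker control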
UHRF1 MBD2 ctr – blocks human UHRF1 binding to methylated DNA; Q96T88; UHRF1 binding to methylated oligo, TR-FRET; inhibition, % at 4.4 µM; actives 0.75% (n = 370,000); AID 687016; in the data active means inhibition above about 21%;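 further: UHRF1 SRA domain binding a hemimethylated CpG hairpin DNA probe; 0% = median of test compound wells and 100% = reference inhibitor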
* hit, by the source's call; / = no result given.

SMILES	DDE Tn7 FP inh	KLK7 zymogen act	Tn6 DDE FP	ASAP1 GAP inh	ARFGAP1 inhibitor	PLCg1 inh	Rev-erbA mod	sPLA2-III inh	PLC-beta3 inh	UHRF1 MBD2 ctr
COc1ccc(C2C(C(=O)N3CCN(c4ccccc4C)CC3)CC(=O)N2c2ccc(OC)cc2)cc1 (stereo not drawn)	-2	0.4	-5	/	/	4	11	-4	6	1
CCOc1ccc(NC(=O)CSc2nc3cc(C(=O)NCC4CCCO4)ccc3c(=O)n2CC2CCCO2)cc1 (stereo not drawn)	-9	-0.1	4	-9	-1	3	1	2	3	-2
Cc1ccccc1Nc1nc(-c2cccnc2)cs1	-5	-0.2	-12	3	-5	-2	-3	-2	-6	-2
CCOC(=O)c1ccc(NC(=S)NNC(=O)c2cc(-c3cccnc3)nc3ccccc23)cc1	-8	0.6	-7	8	10	-15	3	17	-29	-8
O=C(CNC(=O)c1sc2ccccc2c1Cl)OCc1ccccc1	0	0.5	-1	-6	14	2	4	-8	-13	0
CCCCCCCCNC(=O)c1cccnc1SCC(=O)Nc1ccccc1OC	7	-0.2	7	-3	4	-2	-1	-4	3	1
O=C(Nc1ccc(S(=O)(=O)Nc2nccs2)cc1)c1ccccc1OC(F)F	-3	0.4	7	4	9	-2	1	-11	-10	1
COCCCNC(=O)c1cc(-c2cccnc2)nc2ccccc12	-2	0.3	0	2	-5	3	0	7	-5	-3
CCNC(=O)C1(C)CCN(C(=O)c2ccc(C#N)cc2)C1 (stereo not drawn)	-5	-0.1	0	-24	0	0	-7	-2	1	-2
Cc1nc(C)c(C(=O)O)s1	6	0.0	3	-6	8	1	-8	0	-8	0
Cc1cc(C)c2nc(N3CCC(C(=O)N4CCCC4)CC3)sc2c1	0	0.7	-6	3	-3	0	-7	1	1	0
COc1ccc(OCc2ccc(C(=O)NN)cc2)cc1	1	0.3	1	-16	16	-5	-2	3	-5	1
Cc1ccc(S(=O)(=O)Cc2ccc(C(=O)OCc3ccccc3)cc2)cc1	-1	0.4	-4	3	-2	6	-3	3	9	4
CC(=O)c1cccc(NC(=O)N2CCCC2C(=O)NC2CCCCC2)c1 (stereo not drawn)	1	-0.5	-2	6	3	-2	-1	-3	-1	0
Cc1ccc(C)c(S(=O)(=O)NCc2cccnc2)c1	0	-0.2	2	-9	2	2	5	-3	3	-1
COc1ccc(N2CCC(CNC(=O)Nc3cccc(OC)c3)C2)cc1 (stereo not drawn)	4	-0.9	-7	3	-12	-3	7	4	-7	2
CN(CC(=O)Nc1ccccc1Cl)C(=O)COC(=O)c1cccs1	-3	0.4	5	3	10	2	2	-2	0	-1
O=C(O)c1cccc(-n2cccc2C=C2C(=O)c3ccccc3C2=O)c1	5	0.6	-3	1	-8	-2	0	-9	1	0
Cc1ccc(-n2nc(C)c(Sc3ccccc3[N+](=O)[O-])c2N)cc1	-2	0.5	-4	-6	-4	4	-1	0	4	-2
Cc1cccc(C2c3[nH]c4ccccc4c3CCN2C(=O)c2cc(CC(C)C)[nH]c(=O)n2)n1 (stereo not drawn)	3	0.5	-7	5	1	2	6	-20	-4	-1
O=C1N(c2ccc(Cl)cc2)C(c2ccccc2)N2CCCN12 (stereo not drawn)	-1	0.0	-8	2	15	1	4	-2	0	0
COc1cccc(CNS(=O)(=O)c2c(C)[nH]c(C)c2C(=O)N2CCCCC2)c1	0	0.8	0	-5	-2	2	-1	5	-4	1
CN(CC(=O)N1CCCCCC1)S(=O)(=O)c1ccc(Br)s1	0	0.3	0	6	0	3	-3	4	3	-1
O=C(OCCN1C(=O)c2cccc3c(N4CCOCC4)ccc(c23)C1=O)c1ccc(Cl)cc1Cl	4	-3.6	-5	3	9	-29	260*	0	-31	-1
Cc1cc(=O)[nH]c(SCC(=O)Nc2cc(S(=O)(=O)N3CCCC3)ccc2Cl)n1	-1	-0.5	-5	2	1	-3	1	-5	-7	-1
Cc1cccc(C)c1NC(=O)CN(C)C(=O)CC1OC(=O)c2ccccc21 (stereo not drawn)	6	-0.1	-4	-4	-11	3	0	4	-4	-4
CCOc1ccc(Cn2c(=O)oc3ccc(C)cc32)cc1OC	-6	-0.9	-6	-3	6	2	-1	6	6	4
Clc1ccc(CNc2ccc(CNc3ncn[nH]3)cc2)cc1	-1	0.1	4	3	10	0	3	0	2	0
Cc1cc(/C=C(\C#N)C(=O)Nc2ccc(Cl)cc2)c(C)n1-c1ccc(N2CCOCC2)c([N+](=O)[O-])c1	-2	0.7	-2	7	11	14*	5	0	7	3
Clc1ccc(C(c2nnnn2C2CCCCC2)N(Cc2cccnc2)Cc2ccco2)cc1 (stereo not drawn)	3	0.3	4	11	-1	0	6	4	-3	0
COc1ccc(C(C)=O)cc1COC(=O)CCNS(=O)(=O)c1ccc(C)c(C)c1	0	-0.3	9	2	2	0	1	-18	-2	-1
CC(=O)c1ccccc1NC(=O)CSc1nc2ccccc2c(=O)n1CCCN1CCOCC1	5	-0.8	-2	5	11	-1	-3	2	-3	-5
COc1ccc(OC)c(S(=O)(=O)n2ccnc2C(C)C)c1	-3	0.7	5	-17	2	1	-1	3	-4	-2
CN(C)c1cccc2c1c(NC(=O)c1ccc(F)cc1)nn2C	-4	0.1	2	-7	-7	3	-3	-2	-1	-6
O=C(Nc1ccc(CN2CCS(=O)(=O)CC2)cc1)c1ccc(F)cc1	-10	-0.3	8	0	3	6	1	4	-4	2
COc1cc(C)ccc1C(=O)N1CCC(Oc2cccnc2)CC1	2	-0.5	4	/	/	1	5	11	-2	-1
NS(=O)(=O)c1ccc(CCNC(=O)C2CCN(S(=O)(=O)c3c(Cl)cccc3Cl)CC2)cc1	11	0.4	-1	-3	-6	-2	4	-4	-7	-3
CCN1C(=O)C(=O)N(CC(=O)c2[nH]c(C)c(C(C)=O)c2C)C1=O	0	0.1	1	1	8	-2	2	1	1	-1
CN1CCN(C(=O)c2ccc3c(=O)n4c(nc3c2)CCCCC4)CC1	-8	0.1	-1	12	-5	1	0	0	-1	-2
O=C(N1CCOCC1)N1CCC(NC(=O)C23CC4CC(CC(C4)C2)C3)CC1	1	0.0	-5	-4	11	7	2	11	0	3

Copied from the list.
O=C(N1CCOCC1)N1CCC(NC(=O)C23CC4CC(CC(C4)C2)C3)CC1 | UHRF1 MBD2 ctr: 3
CC(=O)c1ccccc1NC(=O)CSc1nc2ccccc2c(=O)n1CCCN1CCOCC1 | ARFGAP1 inhibitor: 11
Cc1cccc(C)c1NC(=O)CN(C)C(=O)CC1OC(=O)c2ccccc21 (stereo not drawn) | DDE Tn7 FP inh: 6

(listing goes on)
SMILES	DDE Tn7 FP inh	KLK7 zymogen act	Tn6 DDE FP	ASAP1 GAP inh	ARFGAP1 inhibitor	PLCg1 inh	Rev-erbA mod	sPLA2-III inh	PLC-beta3 inh	UHRF1 MBD2 ctr
COc1ccc(Cn2cccc(NC(=O)Nc3ccc(C#N)cc3)c2=O)cc1	4	-0.1	3	-6	-2	-2	-4	-1	-3	-1
O=c1c2ccccc2[nH]c(=S)n1CCCN1CCN(c2ccccc2)CC1	-4	-0.1	0	-6	-4	2	0	7	-5	-1
Cc1nnc(SCC(=O)O)o1	5	0.5	-7	-3	-4	-2	2	5	-3	1
CC(C)c1nc(C#N)c(N2CCOCC2)o1	-5	-0.6	-2	2	-2	2	1	4	5	-2
CCc1nc2ccc(C(=O)NCCOc3ccc(OC)cc3)cn2c1N(C)C(=O)COc1ccccc1	-4	0.1	-3	-10	10	-2	-4	-1	-1	1
O=C(Oc1ccc2c(c1)OCO2)c1ccncc1	4	0.6	1	5	-6	-5	1	7	1	5
COC(=O)[C@H]1[C@@H](C)N(CCc2cc(OC)c(OC)c(OC)c2)C(=O)N[C@H]1c1ccccc1	-11	0.4	7	-1	6	4	-2	-1	5	-1
CN1C(=O)CSC1=NCC12CC3CC(CC(C3)C1)C2	7	-0.1	8	4	-4	-1	24*	9	-1	6
CC(=O)N1N=C(c2ccc(C)cc2)OC1c1cccnc1 (stereo not drawn)	-6	0.1	-1	-4	4	0	-4	-2	-7	0
CC(=O)c1cccc(NC(=O)Nc2csc3c2CCCC3)c1	7	0.1	-4	-2	7	-1	-2	-23	0	-2
COc1ccc(C)cc1NC(=O)CNc1ccccc1CN(C)C1CCCCC1	2	0.2	2	-4	0	1	5	12	-8	-1
COc1ccc(S(=O)(=O)N2C[C@H]3CON(C)[C@H]3C[C@H]2c2cccc(Br)c2)cc1	4	0.1	-3	-4	-1	2	1	-6	-1	-1
Cc1cccc(NC(=O)CSc2ccc(C(N)=O)cc2[N+](=O)[O-])c1C	1	-0.2	-2	-9	-5	-2	2	-1	1	2
O=c1[nH]cnc2c1c(-c1ccccc1)cn2-c1ccc(Br)cc1	2	0.0	7	1	-10	0	2	-4	2	1
CC(=O)c1ccc(N(CC(=O)NC2CCCC2)C(=O)c2csnn2)cc1	5	0.6	-1	2	-7	0	0	1	-6	-1
CC(CCc1ccccc1)NC(=O)c1ccc(Br)o1 (stereo not drawn)	5	-0.1	2	-5	-11	1	-1	-4	2	1
CCN1CCN(Cc2c(O)ccc3c(=O)c(-c4ccc(OC)c(OC)c4)c(C(F)(F)F)oc23)CC1	0	3.5	-2	10	6	-66	8	-1	-100	2
CCC(C(=O)NCc1ccc(OC)cc1)n1nc(C)n2c(cc3occc32)c1=O (stereo not drawn)	5	-0.5	-11	-16	2	-5	5	-4	-4	-5
O=Cc1cn(-c2ccccc2)nc1-c1ccc2c(c1)OCCO2	-4	0.9	5	-2	-7	-7	1	0	-7	0
CC(C)c1ccc(CNC(=O)CCc2ccccc2)cc1	4	-0.4	1	5	-3	0	-6	1	-3	-3
COc1cc(F)c(C2=CC(=O)CC(C)(C)C2)cc1F	0	0.1	-2	-1	3	-1	-5	5	-3	-5
CCOc1ccc2nc(NC(=O)c3ccoc3C)sc2c1	2	-3.0	-5	-4	4	-15	-7	-6	-19	3
CN1C(=O)c2cc(NC(=O)Nc3ccccc3F)ccc2OC[C@H]2O[C@@H](CC(=O)NCc3ccc(-c4ccccc4)cc3)CC[C@@H]21	-5	0.1	-1	/	/	12*	107*	-31	10	7
Cc1ccc(/C=N/NC(=O)CNC(=O)c2cccc([N+](=O)[O-])c2C)o1	-2	-0.1	3	3	12	-2	-1	0	2	-1

Screening results: PubChem, several laboratories
